Compound activity as filed in PubChem BioAssay.
Cdc25B block – inhibitors of human Cdc25B phosphatase; P30305; recombinant Cdc25B, OMFP fluorescence Ex485/Em525; inhibition, %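 (compounds tested at 10 µM final in the well)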; hit rate 0.1% among 65,000; AID 368; in the data active = inhibition above about 50%
Target sequence (P30305 whole entry, looked up): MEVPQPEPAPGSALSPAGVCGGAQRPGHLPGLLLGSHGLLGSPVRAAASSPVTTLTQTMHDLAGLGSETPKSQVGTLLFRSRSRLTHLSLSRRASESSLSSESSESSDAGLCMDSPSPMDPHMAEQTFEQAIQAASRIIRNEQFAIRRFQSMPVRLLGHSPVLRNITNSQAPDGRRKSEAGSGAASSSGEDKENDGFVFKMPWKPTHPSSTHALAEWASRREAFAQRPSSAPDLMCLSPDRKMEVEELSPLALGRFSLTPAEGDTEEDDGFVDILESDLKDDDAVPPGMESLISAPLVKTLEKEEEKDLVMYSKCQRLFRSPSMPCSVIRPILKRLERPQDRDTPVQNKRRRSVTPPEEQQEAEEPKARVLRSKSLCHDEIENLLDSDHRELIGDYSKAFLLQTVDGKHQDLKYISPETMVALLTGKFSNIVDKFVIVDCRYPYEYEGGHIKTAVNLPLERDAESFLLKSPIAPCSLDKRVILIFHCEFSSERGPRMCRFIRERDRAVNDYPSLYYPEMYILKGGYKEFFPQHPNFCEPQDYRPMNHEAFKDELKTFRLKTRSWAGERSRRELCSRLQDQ
MKP-1 inh – blocks human MKP-1 phosphatase activity; P28562; recombinant MKP-1, OMFP hydrolysis fluorescence; inhibition, %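 (compounds tested at a single concentration somewhere between 10 and 100 µM)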; hit rate 0.15% among 65,000;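 active = inhibition above about 50%, limit read from the data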;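 also: 0% = DMSO max control wells and 100% = wells with enzyme stopped by NaOH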
D1 allo mod – allosterically modulates the human D1 dopamine receptor; HEK293 D1, CRE-luciferase, dopamine EC30 potentiation; actives deviate in either direction; B-score at 10 µM; hit rate 5.9% among 58,000; AID 641;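 active = luminescence count or its row- and column-corrected plate score outside the 99.7% band of the plate's sample wells, on either side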
Target sequence (P21728 whole entry, looked up): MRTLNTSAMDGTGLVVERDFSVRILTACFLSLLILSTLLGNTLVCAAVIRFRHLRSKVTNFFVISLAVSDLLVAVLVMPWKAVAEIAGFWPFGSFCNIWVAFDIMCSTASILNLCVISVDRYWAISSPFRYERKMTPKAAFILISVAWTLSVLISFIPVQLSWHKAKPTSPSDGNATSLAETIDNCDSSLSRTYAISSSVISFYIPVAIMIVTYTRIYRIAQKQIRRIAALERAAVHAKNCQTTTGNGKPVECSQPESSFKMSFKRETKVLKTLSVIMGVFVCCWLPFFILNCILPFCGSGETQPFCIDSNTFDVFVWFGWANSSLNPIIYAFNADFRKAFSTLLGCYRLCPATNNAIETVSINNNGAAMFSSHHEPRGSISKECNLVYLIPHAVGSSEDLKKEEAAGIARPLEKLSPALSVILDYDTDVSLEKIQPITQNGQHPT
E coli RNAP – inhibitors of Escherichia coli RNA polymerase; P0A8V2; E. coli RNA polymerase, fluorescence transcription assay; inhibition, %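 (tested at 10 µM)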; hit rate 0.2% among 62,000; AID 559; in the data active = inhibition above about 20%;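 also: 0% = enzyme without compound and 100% = no enzyme blank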
AP ELISA ortho – alternative pathway complement inhibition, orthogonal assay; Human serum alternative complement pathway, LPS-coated ELISA, C3 deposition; tested in compound mixtures; inhibition, % at 5 µM; hit rate 0.08% among 62,000; AID 1235;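 active = inhibition above 30% in each of the two pooled mixtures holding the compound, so the lower value exceeds 30%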;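 also: 0% = serum in Mg-EGTA without compound and 100% = EDTA serum blank; some compounds past the cut are filed as inactive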
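Medium: diluted human serum in Mg2+-EGTA GVB++. Assay system: human serum complement alternative pathway, C3 deposition onto LPS. Also added: Plate-bound LPS. Technique: Anti-C3 ELISA, OD 450 nm. Measure: percent inhibition. Incubation: 1 h at 37 °C. Dosing: 5 µM each compound, pools of ten, 50 µM per pool.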
Ecoli tolC – blocks growth of E. coli BW25113 tolC mutant; OD615; growth inhibition, % at 10 µM (by protocol); hit rate 2.2% among 65,000; AID 573;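 active = growth inhibition at or above a cutoff equal to the mean over every tested compound plus 3 SD, cut at about 60% in these data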;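 also: growth measured after 20 h incubation at 37 °C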
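Test system – E. coli BW25113 ΔtolC::kan, tolC deletion mutant strain · Detection – OD at 615 nm · Buffer or medium – LB with kanamycin 50 µg/mL · Times – 20 h compound exposure of bacteria at 37 °C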
CatB mix inh – inhibitors of human cathepsin B in compound mixtures | hit rate 0.06% among 62,000 | Purified cathepsin B, AMC dipeptide fluorescence | inhibition, %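 (ten-compound pools at 5 µM per compound and 50 µM total)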 | AID 488 | P07858; in the data active = inhibition above about 22%, passing the limit was not always enough;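 also: 0% = enzyme without compound and 100% = no enzyme blank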
Hsp90 inh – displaces geldanamycin probe from tumor Hsp90. hit rate 0.35% among 64,000. NCI-N417 lysate Hsp90, Cy3B-geldanamycin FP displacement. inhibition, % at 30 µM. P07900;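 active = inhibition above 50%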;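 also: 0% = tracer plus lysate wells and 100% = tracer alone without lysate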
CatB inh – blocks human cathepsin B protease activity. P07858. purified cathepsin B, fluorogenic substrate, fluorescence. inhibition, %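 (tested at 10 µM)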. hit rate 0.1% among 63,000. AID 453; in the data active = inhibition above about 21%;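 also: 0% = enzyme with no compound and 100% = no enzyme blank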
Starred values were filed as active, the others as inactive; x = not tested or not shown.

Structure | Cdc25B block | MKP-1 inh | D1 allo mod | E coli RNAP | AP ELISA ortho | Ecoli tolC | CatB mix inh | Hsp90 inh | CatB inh
CC(=O)N1CCN=C1SCc1ccc(Cl)cc1 | 3 | -11 | 2.2 | 0 | 21 | -19 | -5 | -3 | 5
CN(C)CCOCCP(=O)(c1ccccc1)c1ccccc1 | -3 | 14 | -0.16 | x | 18 | 0 | 4 | -1 | x
NC(=O)CSc1ccc(Br)cc1 | 0 | -8 | x | 7 | 11 | 16 | -7 | -5 | 1
Cn1c(SCC(=O)c2cccs2)nnc1-c1ccco1 | -2 | 0 | 0.084 | 6 | 2 | -4 | 8 | -6 | 8
Cc1cc2c(c(=O)n1Cc1ccco1)C(c1cccnc1)C(C#N)=C(N)O2 (stereo not drawn) | 2 | -8 | 0.14 | 7 | 4 | 6 | -1 | -5 | 6
CCC(OC(=O)c1ccco1)C(=O)NCc1ccco1 (stereo not drawn) | 4 | 10 | -0.78 | 2 | 9 | -5 | 1 | -8 | 1
CSc1ccccc1NC(=O)CN(c1cccc(C)c1)S(C)(=O)=O | -9 | 4 | -0.064 | -9 | -13 | -1 | -8 | -4 | -1
COc1ccc2c(c1)c(=O)oc1c(C)c3occ(C)c3cc12 | -1 | 35 | -0.33 | 10 | 6 | 9 | 3 | -4 | 9
CC(C)(C)n1nnnc1C(c1cc2cc3c(cc2[nH]c1=O)OCCO3)N1CCSCC1 (stereo not drawn) | 0 | 17 | 1.1 | 1 | -20 | 21 | 1 | -6 | 1
COC(=O)Nc1cc(C)nc2ccccc12 | -2 | 13 | x | -3 | 19 | 2 | 6 | -2 | -7
O=C(NCc1cccnc1)NC1(c2ccccc2)CC1 | 4 | -5 | -0.23 | 6 | 16 | -12 | 7 | -3 | -1
Cc1cc(N(CN2CCCC2=O)C(=O)c2ccccc2)no1 | -6 | 8 | x | 3 | 18 | -12 | 4 | -5 | 0
O=c1cc(CSc2ccccn2)c2ccccc2[nH]1 | 18 | -3 | 0.69 | 3 | 15 | -3 | 3 | -3 | 0
COc1ccccc1NC(=O)CCNC(=O)Cn1ccc2ccccc2c1=O | -3 | 8 | x | 3 | 2 | 5 | 3 | x | -4
CC1CCCN(CCC(=O)c2ccc(Br)cc2)C1 (stereo not drawn) | -17 | -5 | -0.38 | 0 | 22 | -8 | 7 | 1 | 3
O=C(Nc1ccc(Cl)c(Cl)c1)N(Cc1cccnc1)Cc1ccco1 | -3 | 4 | -2.4 | 6 | -6 | 45 | 6 | -2 | 5
COc1ccc(NC(=O)C2CCCN(S(=O)(=O)c3cccc4cccnc34)C2)c(OC)c1 (stereo not drawn) | -2 | 3 | -0.97 | 3 | 15 | 34 | 6 | 2 | -4
Cn1c(SCc2cccc(C(F)(F)F)c2)nnc1-c1ccco1 | -4 | 22 | -0.38 | 3 | 26 | 1 | 6 | 0 | -3
COc1ccc(C(c2nnnn2Cc2ccc(F)cc2)N2CCN(c3ccc(OC)cc3)CC2)cc1 (stereo not drawn) | -2 | -19 | -0.9 | 6 | -7 | 26 | 3 | 2 | -1
COc1ccc2cc(CCNC(=O)C3CC3)c(=O)[nH]c2c1 | -12 | 4 | 0.0033 | 10 | -1 | -12 | -3 | -3 | -2
Cc1cc(S(=O)(=O)NCc2cccnc2)ccc1-n1cnnn1 | -2 | 1 | 0.86 | 6 | -1 | -16 | 1 | 0 | 6
Cc1cc(N2CCN(C(=O)c3ccco3)CC2)nc(-c2ccccc2)n1 | -9 | 1 | -3.7* | 4 | -4 | 5 | 2 | -1 | 7
O=C1Nc2c(c(=O)[nH]c(=O)n2-c2ccccc2)C1(Nc1ncccn1)C(F)(F)F (stereo not drawn) | 0 | 4 | 0.69 | 12 | 10 | -9 | 3 | -3 | 2
CCOC(=O)N1CCC(NC(=O)CSc2cc(=O)n(C)c3ccc(Cl)cc23)CC1 | 6 | 6 | 0.18 | 7 | 32 | -6 | 3 | -1 | 0
C=CCOC(=O)C1C(=O)CC(C)(O)C(C(=O)OCC=C)C1c1ccc(OC)cc1 (stereo not drawn) | -2 | 3 | -0.6 | 5 | 6 | -3 | -2 | 1 | 3
O=C(c1ccncc1)N1C2C=CC(C2)C1(C(F)(F)F)C(F)(F)F (stereo not drawn) | -1 | -19 | 1.1 | 2 | -5 | 2 | 9 | -2 | 6
COc1ccccc1C1C(C(N)=O)=C(C)Nc2nc(-c3ccc(Cl)cc3)nn21 (stereo not drawn) | -3 | 6 | -0.033 | 2 | 13 | 2 | 6 | 0 | 9
Cc1onc(-c2ccccc2Cl)c1C(=O)NCc1cccnc1 | -8 | -7 | 0.22 | -3 | 9 | 4 | 0 | -2 | -2
CCCCS(=O)(=O)Nc1ccc(C(=O)NCC2CCCO2)cc1 (stereo not drawn) | -23 | 9 | -0.079 | -2 | 12 | 10 | 1 | -8 | 4
Cc1cc(N(CN2CCCC2=O)C(=O)c2ccc(F)cc2)no1 | 22 | 11 | x | -4 | 19 | -22 | -2 | -6 | -3

3 entries from above, sorted by the number in E coli RNAP, rising.
| Structure | E coli RNAP |
| --- | --- |
| COc1ccccc1C1C(C(N)=O)=C(C)Nc2nc(-c3ccc(Cl)cc3)nn21 (stereo not drawn) | 2 |
| NC(=O)CSc1ccc(Br)cc1 | 7 |
| O=C1Nc2c(c(=O)[nH]c(=O)n2-c2ccccc2)C1(Nc1ncccn1)C(F)(F)F (stereo not drawn) | 12 |

Continuation.
Structure | Cdc25B block | MKP-1 inh | D1 allo mod | E coli RNAP | AP ELISA ortho | Ecoli tolC | CatB mix inh | Hsp90 inh | CatB inh
CCOC(=O)C1CCN(C(c2cccnc2)c2c(NC(=O)c3ccco3)sc(C)c2C)CC1 (stereo not drawn) | 9 | 34 | 0.35 | 8 | 1 | 77* | 2 | -2 | 1
C1CCN(c2nc3nonc3nc2N2CCCCC2)CC1 | -1 | -4 | 0.76 | 11 | 6 | 1 | 9 | -1 | 1
CCOC(=O)NC(=O)COC(=O)Cc1cc(OC)c(OC)c(OC)c1 | -7 | 30 | -0.63 | -4 | 17 | -12 | -3 | -2 | -3
Cc1c(-c2ccco2)[n+](=O)c2c(n1[O-])CCCCC2 | -2 | -1 | 0.43 | 0 | 21 | -8 | 4 | x | -7
Cc1cccc(-n2ccnc2SCC(=O)Nc2nnc(C)s2)c1 | -6 | 5 | 1.1 | -7 | 20 | -4 | 0 | -4 | 7
COC(=O)Nc1c(-c2ccccc2)nc2ccc(C)cn12 | -3 | 16 | 3.1* | 5 | -5 | -25 | -1 | -2 | 4
O=C(C1CC1)N1CCc2cc(Br)cc(S(=O)(=O)NC3CCCCC3)c21 | -2 | 16 | -0.84 | 4 | 8 | 36 | 1 | x | -2
CCCCn1c(CCC(=O)O)ccc1-c1cccs1 | 3 | 7 | 0.035 | 12 | 8 | 16 | 2 | -1 | 2
Cc1occc1C(=O)n1cnc2ccccc21 | -5 | 4 | 1.5 | 2 | 11 | -4 | -4 | -15 | 1
O=C(C1CCN(c2nnc(-n3cccc3)s2)CC1)N1CCN(Cc2ccc3c(c2)OCO3)CC1 | 5 | 1 | -0.07 | 8 | -5 | 3 | -6 | -1 | 2
Cc1oc(-c2cccc(Cl)c2)nc1CN1CCCC(C(=O)NC(C)c2ccc3c(c2)OCCO3)C1 (stereo not drawn) | -22 | 12 | x | -1 | 12 | 12 | 1 | -2 | 0
O=S1(=O)CCN2C(c3ccco3)=CSC2=N1 | -10 | 3 | 0.14 | 2 | 18 | -12 | 1 | x | 2
COc1ccc(NC(=O)CCCn2c(=O)[nH]c3ccccc3c2=O)cc1 | -8 | 13 | -0.063 | 7 | 7 | 3 | 3 | -1 | 0
CN(CCc1ccccn1)C(=O)c1nn2c(C(F)(F)F)cc(-c3ccco3)nc2c1Cl | -9 | -5 | 0.072 | 4 | 13 | 11 | 2 | -1 | -7
O=C(CN1CCN(C(=O)c2ccco2)CC1)Nc1c2c(nc3c1CCC3)CCCC2 | -14 | -8 | -0.5 | 4 | 8 | -5 | 2 | -4 | 4
CCOCCCNCc1ccc(OC)c(OC)c1 | -9 | 37 | 0.76 | 8 | 19 | -12 | 8 | -1 | -2
CCCCN1C(=O)C2C(C(=O)Nc3cccc(OC)c3)C3C=CC2(O3)C1C(=O)NC1CCCCC1C (stereo not drawn) | 5 | 7 | -1 | 7 | 14 | -1 | 8 | -3 | -1
O=C(CCNS(=O)(=O)c1ccc(Br)s1)N1CCN(c2ccccc2)CC1 | -14 | 7 | 0.94 | 6 | 6 | 36 | 1 | -1 | 2
CCc1cc2c(=O)c(-c3nc4ccccc4n3C)c(C)oc2c(CN2CCOCC2)c1O | -3 | 0 | -0.12 | 12 | 5 | -8 | 1 | 0 | 4
O=C(CCCN1C(=O)C2C3C=CC(C3)C2C1=O)N1CCN(c2ccccc2)CC1 (stereo not drawn) | 5 | -1 | -0.44 | -2 | 11 | -5 | 1 | -7 | 0
CCCCNC(=O)Nc1c(C(=O)OCC)[nH]c2ccccc12 | 4 | 20 | -0.66 | 7 | -9 | -9 | 0 | -7 | 11
CSc1ncccc1C(=O)OCC(=O)N(CC(C)C)C1CCS(=O)(=O)C1 (stereo not drawn) | 5 | 15 | x | 6 | 9 | -8 | 3 | -2 | 1
O=C(NS(=O)(=O)c1ccccc1)c1ccccc1O | 4 | -6 | 0.02 | 8 | 11 | -1 | 8 | 0 | 1
NCCCCCc1nnc(SCC(=O)c2ccc(Cl)cc2)o1 | -1 | -11 | 0.086 | 13 | -11 | -1 | 2 | 0 | 6
COc1cc(C(=O)Nc2ccc3c(c2)OCCO3)ccc1OC(C)C | -3 | 11 | 0.11 | 5 | 16 | 10 | 6 | -1 | 0
COc1ccc(CC(=O)N(Cc2cc3cc(OC)ccc3[nH]c2=O)C(C)C)cc1 | 2 | 22 | 0.66 | 1 | 23 | -1 | 6 | -1 | -1
CC(NC(=O)CSc1nc2ccccc2c(=O)n1CCCO)c1ccccc1 (stereo not drawn) | 2 | 33 | 0.2 | 5 | 18 | 8 | 1 | -2 | 0
CC(C)C(NC(=O)C1CCCCC1)C(=O)Nc1ccncc1 (stereo not drawn) | -10 | 3 | -1.2 | 5 | 15 | -23 | 4 | -5 | 1
c1ccc(-c2noc(-c3ccc4c(c3)OCO4)n2)nc1 | 0 | -7 | -8.3* | 2 | 8 | 16 | 3 | -9 | 1
O=C(Nc1ccccc1)c1cnc[nH]1 | -4 | 10 | -0.018 | 3 | 5 | -14 | 2 | -2 | -1
Cn1c2ccccc2c2cnn(CC(=O)O)c(=O)c21 | -3 | 4 | x | 5 | 8 | -21 | 3 | -2 | 2
CCc1ccccc1NC(=O)c1cc(C2CC2)on1 | 1 | 10 | -0.03 | 11 | 19 | -2 | 3 | -6 | 4
COc1cc(-c2nc(-c3ccc(-c4ccccc4)nc3OC)no2)cc(OC)c1OC | -1 | 2 | 0.28 | 2 | -3 | 1 | -1 | -1 | 4
CCCOc1ccccc1NC(=O)CC1Nc2ccccc2NC1=O (stereo not drawn) | -5 | 13 | 0.026 | -2 | -15 | 10 | 2 | 3 | 2
CCC(=O)N1CCCc2cc(S(=O)(=O)N3CCCc4ccccc43)ccc21 | 0 | -1 | 0.12 | 7 | 9 | 36 | 3 | -3 | 3
